SUMO1 PPI mod: alters human SUMO1 binding to SIM partners; P63165; SUMO1 binding to a labelled peptide, TR-FRET, 1 h; inhibition, % at 20 µM; 360,000 tested, 0.33% active; in the data active = inhibition above about 37%
CSN inh: CSN deneddylation inhibition. Q92905. Purified CSN, SCF-Nedd8-OG deneddylation, fluorescence polarization. inhibition, % at 12.5 µM. 360,000 tested, 0.38% active;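 active = pattern-corrected inhibition above about 35%, with an unprinted fluorescence ratio check between 0.5 and 1.5, limit read from the data, passing the limit was not always enough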;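 also: 0% = enzyme with substrate and 100% = substrate without enzyme; some results filed as inactive read as strong as hits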
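Material: human Csn5 produced in HEK293T cells; Input: enzyme 0.24 nM; Reagent: SCFSkp2-Nedd8OG substrate at 10 nM final; Dosing: 12.5 µM compound; Incubation: 90 min reaction at room temperature; Detection: fluorescence polarization of the substrate; Evaluation: % inhibition of substrate cleavage by Csn5; Control set: substrate-only high control, full reaction low control.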
LMPTP inh: LMPTP (human) inhibition; 360,000 tested, 0.22% active; P24666; inhibition, % at 20 µM; recombinant LMPTP-A, OMFP fluorogenic substrate, fluorescence intensity;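 active = compounds that cut the enzyme signal by at least half of the control window in the single-dose screen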;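 also: plate controls were DMSO wells with enzyme plus substrate for no effect and substrate without enzyme for full effect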
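Buffer or medium: Bis-Tris pH 6.0, DTT, detergent; Assay system: LMPTP-A enzyme; Quantity: 0.625 nM enzyme; Detection: endpoint fluorescence intensity; Times: 50 min dark incubation at room temperature; Controls: substrate-only low control, DMSO enzyme-plus-substrate high control; Doses: single 20 µM dose; Read-out: percent inhibition versus substrate-only and uninhibited controls; Reagent: 400 µM OMFP.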
STEP inh: STEP (human) phosphatase inhibition. inhibition, % at 20 µM. recombinant STEP, OMFP fluorogenic substrate, fluorescence. 360,000 tested, 0.25% active. AID 588621;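 active = inhibition at 20 µM, scaled per plate between control wells, above about 37%, limit read from the data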;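 also: 0% = DMSO with enzyme and substrate and 100% = substrate only without enzyme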
Target sequence (P54829 whole entry, looked up): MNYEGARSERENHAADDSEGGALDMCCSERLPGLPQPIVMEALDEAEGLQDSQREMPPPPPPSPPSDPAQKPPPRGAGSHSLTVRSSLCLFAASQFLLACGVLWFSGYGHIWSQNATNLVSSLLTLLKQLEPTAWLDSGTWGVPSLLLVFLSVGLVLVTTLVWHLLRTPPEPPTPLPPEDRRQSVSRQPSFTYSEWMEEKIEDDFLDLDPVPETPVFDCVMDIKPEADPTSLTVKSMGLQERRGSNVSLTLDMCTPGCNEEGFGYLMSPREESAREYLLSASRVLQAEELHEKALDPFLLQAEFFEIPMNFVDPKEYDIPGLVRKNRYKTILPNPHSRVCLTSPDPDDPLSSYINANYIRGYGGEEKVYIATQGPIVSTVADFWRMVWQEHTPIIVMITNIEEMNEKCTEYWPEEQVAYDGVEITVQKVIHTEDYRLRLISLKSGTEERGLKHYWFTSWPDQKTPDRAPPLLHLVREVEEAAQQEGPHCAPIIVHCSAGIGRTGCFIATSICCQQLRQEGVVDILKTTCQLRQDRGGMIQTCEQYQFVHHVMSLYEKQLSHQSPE
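Assay system: isolated STEP enzyme. Buffer or medium: pH 6.0 Bis-Tris with DTT and Tween 20. Also added: fluorogenic phosphatase substrate OMFP at 25 µM final. Dosing: 20 µM, 1% DMSO. Timing: 20 min reaction, room temperature, in the dark. Measured by: fluorescence intensity, excitation 480 nm, emission 540 nm. Evaluation: normalized % inhibition.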
DNMT1 inh: DNMT1 (human) enzyme inhibition. inhibition (reported as % activation of signal), % at 10 µM. P26358. 360,000 tested, 0.83% active. DNMT1 molecular beacon, Hinp1I cleavage, fluorescence. AID 588458; in the data active = inhibition above about 50%
MsrA inh: inhibits bovine methionine sulfoxide reductase A; AID 651718; inhibition, % at 15.5 µM; 360,000 tested, 0.75% active; purified bovine MsrA, absorbance read-out; in the data active = inhibition above about 4.5%;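 also: 0% = vehicle wells with enzyme and 100% = reference inhibitor wells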
Scp1 inh: blocks human Scp-1 phosphatase activity; Q9GZU7; Recombinant Scp1, phosphopeptide, malachite green phosphate absorbance; inhibition, % at 20 µM; 340,000 tested, 0.88% active; AID 493091;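 active = inhibition above about 50% at 20 µM, limit read from the data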;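 also: plate controls were DMSO wells with enzyme for no effect and wells lacking enzyme for full effect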
Target sequence (Q9GZU7 76-261 limits assumed): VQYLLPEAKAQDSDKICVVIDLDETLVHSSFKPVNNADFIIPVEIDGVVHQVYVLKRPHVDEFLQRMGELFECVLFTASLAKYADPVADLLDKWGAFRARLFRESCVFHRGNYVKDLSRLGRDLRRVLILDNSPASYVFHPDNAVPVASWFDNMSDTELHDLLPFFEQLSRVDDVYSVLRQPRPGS
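Material: truncated SCP-1 phosphatase (76-261aa) / Buffer or medium: 50 mM Tris acetate pH 5.5, 0.005% Tween-20, 10 mM MgCl2 / Compound dosing: one concentration, 20 µM, with 1.0% DMSO / Incubation: 45 min room-temperature reaction, 5 min colour, 30 min stabiliser / Detection: colorimetric free-phosphate detection, absorbance 630 nm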
NadD inh: NadD (S. aureus) enzyme inhibition; 360,000 tested, 0.78% active; purified NadD enzyme, colorimetric absorbance read-out; inhibition, % at 20 µM; in the data active = inhibition above about 26%; also: some compounds past the cut are filed as inactive
Rpn11 block: blocks the human proteasome subunit Rpn11; human 26S proteasome, Ub4-pepOG fluorescence polarization; 20S core pre-blocked with epoxomicin; calls only at 20 µM; 360,000 tested, 0.59% active;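 active = inhibition at 20 µM, scaled to each plate's controls, above about 33%, limit read from the data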
Target sequence (O00487 whole entry, looked up): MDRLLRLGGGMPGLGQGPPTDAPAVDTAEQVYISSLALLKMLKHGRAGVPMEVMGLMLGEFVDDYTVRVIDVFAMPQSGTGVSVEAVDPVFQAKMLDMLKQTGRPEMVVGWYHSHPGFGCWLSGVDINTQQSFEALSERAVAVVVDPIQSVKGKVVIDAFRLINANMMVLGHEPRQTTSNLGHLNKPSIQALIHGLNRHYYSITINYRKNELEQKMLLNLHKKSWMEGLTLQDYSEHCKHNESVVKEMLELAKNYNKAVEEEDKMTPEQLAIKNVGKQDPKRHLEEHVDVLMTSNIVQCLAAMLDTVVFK
TbMetRS inhib: blocks T. brucei methionyl-tRNA synthetase activity; AID 624268; inhibition, % at 11.9 µM; purified T. brucei MetRS, ATP depletion, Kinase-Glo luminescence; 360,000 tested, 0.4% active;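 active = inhibition above a per-plate cutoff of the control wells' mean inhibition plus 3 SD, cut at about 5.5% in these data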;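 also: 0% = DMSO wells median and 100% = median of wells with control inhibitor compound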
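Test system: purified T. brucei MetRS enzyme. Also added: ATP, methionine and E. coli bulk tRNA substrates. Compound: 11.9 µM single point. Schedule: 15 min enzyme-compound preincubation, 2 h reaction, 10 min detection, 25 °C. Signal: luciferase luminescence of residual ATP, Kinase-Glo. Evaluation: percent inhibition versus plate control medians. Controls: DMSO wells, low control.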
Active calls of the source: *; i = inactive; . = no result given; + = active, no number.

SMILES	SUMO1 PPI mod	CSN inh	LMPTP inh	STEP inh	DNMT1 inh	MsrA inh	Scp1 inh	NadD inh	Rpn11 block	TbMetRS inhib
Cc1ccc(C2C(C#N)=C(N)Oc3n[nH]c(-c4cccs4)c32)s1 (configuration not stated)	9	-2	1.9	-1	1	-0.6	8	-2	i	0.4
COc1ccccc1CNC(=O)OCc1nccnc1C(=O)Nc1ccc(Br)cn1	3	1	-2.5	-1	10	-0.8	-14	4	i	0.1
O=C(Oc1ccc(-c2cnc3ccccc3n2)cc1)c1cccc([N+](=O)[O-])c1	-7	6	2.4	3	16	0.2	3	-5	i	-0.2
COc1ncnc2c1ncn2CCCNCc1ccccc1	3	0	-0.4	2	2	-0.4	.	3	i	0.2
N#Cc1ccccc1Oc1ccccc1C=O	-3	3	-0.3	2	-1	-0.1	-2	-3	i	-0.9
O=C(NC(=S)NC1CCS(=O)(=O)C1)c1ccccc1F (configuration not stated)	-1	0	-1.4	0	-1	0.8	-4	-1	i	-0.3
COc1ccc(C)cc1NC(=O)C1CCC(CNc2c(N3CCOCC3)c(=O)c2=O)CC1 (configuration not stated)	-2	3	-0.2	1	-11	0.4	-6	1	i	0.5
N/C(=N\OC(=O)Nc1ccccc1)c1cccc(C(F)(F)F)c1	7	2	-0.8	1	4	0.8	-5	-5	i	-0.4
Nc1nc(N)c2c(n1)CCCC2	-2	-1	28	2	1	0.0	0	-7	i	-0.1
CC(=O)Oc1cc(C(=O)OCC(=O)NC23CC4CC(CC(C4)C2)C3)cc(OC(C)=O)c1OC(C)=O	9	41*	22	2	16	0.3	70*	1	i	3.2
CCOC(=O)N1CCN(CC(=O)NC(=O)Nc2ccc3c(c2)OCCO3)CC1	7	2	-2.2	1	3	-1.5	-5	-4	i	-0.4
COc1cc2cnc(CCCC#N)cc2cc1OC	0	1	-0.8	0	7	0.5	-6	-1	i	0.3
COc1cc(C(=O)N/N=C/c2ccc(OC(=O)c3ccccc3Cl)c(OC)c2)ccc1O	15	2	6.4	2	-11	.	-7	7	i	-0.3
COCCNC(=O)C1CCCN(Cc2cccc(C#N)c2)CC1 (configuration not stated)	-2	2	-2.4	-1	2	-0.1	.	5	i	-0.4
COC(=O)c1cc(Br)c(=O)n(Cc2ccc(OC)c(OC)c2)c1	-2	1	-1.0	0	-1	-1.1	-10	1	i	-0.8
CCN1CCCC1CNC(=O)C(=O)NC(C)C (configuration not stated)	2	-2	-0.4	2	0	-1.8	6	-30	i	-1.1
O=C(O)CCN1C(=O)c2ccc(Oc3ccc([N+](=O)[O-])cc3)cc2C1=O	-32	2	-2.2	2	-1	-0.3	-6	-8	i	-0.1
CCOC(=O)Cn1c(=O)c(-c2cc(Br)ccc2N)nc2ccccc21	-18	10	2.9	-12	14	0.6	-7	0	.	-0.4
COc1ccc2nc(N(CCN(C)C)C(=O)/C=C/c3cccs3)sc2c1	-18	4	0.5	-1	0	0.4	-5	0	i	0.2
COC(=O)c1ccc(NC(=O)COC(=O)C2CCC2)cc1	2	2	-1.1	0	0	-0.3	-3	-5	i	-0.6
COc1ccc2nc3sc(C(=O)NCCCN4CCc5ccccc5C4)cc3cc2c1	0	7	19	4	-18	1.0	1	30*	i	-0.1
Cc1c(C(=O)O)oc2ccc(S(=O)(=O)N3CCC(C)CC3)cc12	0	-4	-0.5	-1	-1	0.1	3	2	i	-1.3
COc1cc(-c2nnn(CC(=O)NC3CCS(=O)(=O)C3)n2)ccc1OCc1ccccc1 (configuration not stated)	1	3	0.1	-4	-2	-0.1	-3	-2	i	-0.3
CC(C)(C)OC(=O)C[C@@H]1C/C=C\C[C@H](CC(=O)N(CCO)Cc2ccccc2)C(=O)N[C@@H](Cc2ccccc2)COC1=O	2	3	1.1	4	5	-0.8	-11	-6	i	-0.2
CCCCn1c(N)c(N(CCC(C)C)C(=O)COC(=O)/C=C/c2ccc(F)cc2)c(=O)[nH]c1=O	1	-5	0.7	0	-6	-1.9	1	1	i	-0.5
CC1=N/C(=C/c2cc(Br)cc(Br)c2O)C(=O)O1	3	0	-0.2	-2	15	-0.8	-8	-4	i	-0.7
Cc1ccc(CNC(=O)COc2ccc(C(=O)c3ccc(F)cc3)cc2)cc1	-4	4	0.4	-1	1	1.4	-4	-3	i	-1.4
O=C(O)c1ccc(-n2cccc2)cc1O	4	-6	-0.1	-1	6	0.0	3	3	i	0.0
Cc1cccc(-n2ccnc2CN2CCN(C(C)C)C(CCO)C2)c1 (configuration not stated)	1	-2	-1.8	-1	3	-0.8	-4	-6	i	-0.5
COc1ccc(CCNC(=O)C2CCN(S(=O)(=O)c3ccc(NC(C)=O)cc3)CC2)cc1OC	5	-5	-1.2	-3	4	-0.3	-7	-2	i	-0.5
Cc1ccnc(NC(=O)C2CCN(S(=O)(=O)c3ccc(C)c(C)c3)CC2)c1	-2	-3	-0.1	2	1	0.1	-3	4	i	-0.4
COc1ccc(OC)c(NS(=O)(=O)c2cc(OC)ccc2OC)c1	1	-2	-0.9	-2	-8	1.0	-12	0	i	-1.3
COc1ccc(C(=O)Nc2ccc(C)cc2C(=O)c2ccccc2)c(OC)c1	0	-7	0.8	3	10	-0.3	-7	-2	i	-1.5
COCCN=C1N[C@@H](c2ccc(Br)cc2)C(C(=O)OC)=C(C)N1Cc1ccccc1	0	-2	0.6	5	2	1.4	2	-7	i	-0.4
CCN(CC)S(=O)(=O)c1ccc2nc(COC(=O)c3n[nH]c4ccccc34)[nH]c2c1	-1	-2	-1.1	-2	19	-0.6	5	4	i	-0.9
CN(C)S(=O)(=O)c1cccc(C(=O)N2CCN(Cc3ccccc3)CC2)c1	2	3	-1.0	2	-2	0.4	-2	1	+	-0.1
C/C(=N\NC(=O)Cn1nnc2ccccc21)c1ccco1	5	-4	-0.9	-3	2	-0.3	6	3	i	-0.6
COC(=O)c1ccc2c(=O)n(CCCCCC(=O)NCc3ccccc3)c(=O)[nH]c2c1	-1	2	0.3	1	18	0.7	-5	5	i	0.0
COc1cccc(C(=O)N2CCCN(C)CC2)c1OC	1	1	-4.4	-2	-5	0.0	-8	-3	i	-1.0
CCOc1ccsc1C(=O)NNC(=O)c1ccco1	0	0	-2.3	1	3	-0.7	4	-6	i	0.0
Cc1ccnc(NS(=O)(=O)c2ccc(NC(=O)CSc3nc(-c4ccccc4)cc(=O)[nH]3)cc2)n1	19	-1	3.2	2	4	1.8	49	18	i	-0.8
O=C(COC(=O)C1CC(=O)N(CCc2ccccc2)C1)c1ccc[nH]1 (configuration not stated)	2	-1	-2.0	-3	1	1.2	-9	-4	i	0.9
O=C(c1cc(-c2ccccc2Cl)on1)N1CCCC1	2	-2	-0.2	-1	-2	-0.1	-5	-3	i	0.0
Cc1cccc(NC(=O)c2nc[nH]c2C(=O)N[C@@H](C)C(=O)OCc2ccccc2)c1	-2	1	4.2	0	-9	1.9	-8	3	i	-0.4
CC12CCC(C(=O)NNc3ccc([N+](=O)[O-])cc3)(CC1=O)C2(C)C (configuration not stated)	-3	-2	-0.3	-1	-1	0.9	0	-3	i	-1.4

Limited to Rpn11 block, for 2 of the compounds above:
Structure,Rpn11 block
COCCN=C1N[C@@H](c2ccc(Br)cc2)C(C(=O)OC)=C(C)N1Cc1ccccc1,i
CCN(CC)S(=O)(=O)c1ccc2nc(COC(=O)c3n[nH]c4ccccc34)[nH]c2c1,i

Sorted by value in DNMT1 inh (low to high): 5 from the list above
structure,SUMO1 PPI mod,CSN inh,LMPTP inh,DNMT1 inh,MsrA inh,Scp1 inh,NadD inh,Rpn11 block,TbMetRS inhib
COc1ccc(OC)c(NS(=O)(=O)c2cc(OC)ccc2OC)c1,1,-2,-0.9,-8,1.0,-12,0,i,-1.3
Cc1ccnc(NC(=O)C2CCN(S(=O)(=O)c3ccc(C)c(C)c3)CC2)c1,-2,-3,-0.1,1,0.1,-3,4,i,-0.4
C/C(=N\NC(=O)Cn1nnc2ccccc21)c1ccco1,5,-4,-0.9,2,-0.3,6,3,i,-0.6
COc1ccc(C(=O)Nc2ccc(C)cc2C(=O)c2ccccc2)c(OC)c1,0,-7,0.8,10,-0.3,-7,-2,i,-1.5
COC(=O)c1ccc2c(=O)n(CCCCCC(=O)NCc3ccccc3)c(=O)[nH]c2c1,-1,2,0.3,18,0.7,-5,5,i,0.0

More structures follow:
SMILES	SUMO1 PPI mod	CSN inh	LMPTP inh	STEP inh	DNMT1 inh	MsrA inh	Scp1 inh	NadD inh	Rpn11 block	TbMetRS inhib
O=C(CSc1nnc(CNC(=O)c2ccccc2F)o1)c1ccccc1	1	3	-2.1	8	3	0.2	-1	-5	i	-0.9
CCN(CC(=O)Nc1ccccc1C(F)(F)F)C(=O)CCc1c(C)[nH]c(=O)c(C#N)c1C	1	2	-0.4	0	2	3.3	1	0	i	-1.1
COc1ccc(C(=O)NCc2ccccc2)cc1S(=O)(=O)N1CCCc2ccccc21	1	-1	2.9	2	-9	0.7	-9	-5	i	-0.3
O=C(Nc1ccc2c(c1)OCO2)c1ccc(Br)c(S(=O)(=O)N2CCCC2)c1	13	-1	0.9	3	-3	0.2	-7	-6	i	-0.5
CC(CNS(=O)(=O)c1ccc(Cl)cc1)n1cncn1 (configuration not stated)	2	-1	-0.7	-2	3	0.3	-1	-2	i	-0.6
COc1cc([N+](=O)[O-])ccc1NC(=O)CCCOc1ccccc1	-21	1	0.9	-3	-9	0.5	-10	-2	i	-0.4
O=C(COC(=O)/C=C/c1ccc(F)cc1)NC1CCCCCC1	-6	0	3.3	1	5	-1.4	2	-2	i	-0.5
CC(=O)c1ccc(NC(=O)C2CCCN2S(=O)(=O)c2ccc(C)cc2)cc1 (configuration not stated)	0	2	-1.0	-1	0	0.5	-1	2	i	0.8
CC(C)CNC(=O)c1cccc(NC(=O)c2ccc(Cl)c([N+](=O)[O-])c2)c1	-18	-3	-0.1	-4	-7	-0.2	-2	-2	i	0.4
O=C(Nc1nnc(SCc2ccc(F)cc2)s1)c1ccc2ncsc2c1	11	3	0.9	-6	2	1.1	-1	9	i	0.3
CCN1C(=NCCOC)N[C@@H](c2cccc(C(F)(F)F)c2)C(C(=O)OC)=C1C	-2	-4	-1.7	2	2	0.2	56*	2	i	-0.2
Cc1ccc(NC(=O)Nc2cccc3ccccc23)cc1	4	0	-1.7	-1	6	0.6	1	0	i	-0.4
FC(F)(F)c1ccc(N2CCN(Cc3ccc4c(c3)OCO4)CC2)nc1	0	4	0.1	1	3	0.3	1	-3	i	-2.1
Cc1cccc(-c2nnc(SCC(=O)N3CCOCC3)o2)c1	3	-2	-0.7	1	3	1.3	-5	-4	i	-0.9

Screens as filed in PubChem.
